CXXC DNA block: qHTS Fluorescence Polarization Assay for Inhibitors of MLL CXXC domain - DNA interaction. Histone-lysine N-methyltransferase 2A (Homo sapiens), Q03164. MLL-CXXC / FITC-HOXA9 DNA fluorescence polarization. Potency, µM (highest dose often 115 µM), for the others: top-dose activity change, negative = inhibition, actives largely listed as inhibitors. 0.037% of 290,000 active; active = well fitted inhibition curve with a large enough effect in the polarisation, with a control signal flat, not every such curve was filed as active; inconclusive = small, poorly fitted or top-dose-only effect, or effect the other way, or a change in a side signal; inactive = no such curve, though single readings can be large or run the other way; the % refers to the polarisation; note: potency is the fitted concentration of half-maximal effect
Target sequence (Q03164 whole entry, looked up, the tested form may be a part): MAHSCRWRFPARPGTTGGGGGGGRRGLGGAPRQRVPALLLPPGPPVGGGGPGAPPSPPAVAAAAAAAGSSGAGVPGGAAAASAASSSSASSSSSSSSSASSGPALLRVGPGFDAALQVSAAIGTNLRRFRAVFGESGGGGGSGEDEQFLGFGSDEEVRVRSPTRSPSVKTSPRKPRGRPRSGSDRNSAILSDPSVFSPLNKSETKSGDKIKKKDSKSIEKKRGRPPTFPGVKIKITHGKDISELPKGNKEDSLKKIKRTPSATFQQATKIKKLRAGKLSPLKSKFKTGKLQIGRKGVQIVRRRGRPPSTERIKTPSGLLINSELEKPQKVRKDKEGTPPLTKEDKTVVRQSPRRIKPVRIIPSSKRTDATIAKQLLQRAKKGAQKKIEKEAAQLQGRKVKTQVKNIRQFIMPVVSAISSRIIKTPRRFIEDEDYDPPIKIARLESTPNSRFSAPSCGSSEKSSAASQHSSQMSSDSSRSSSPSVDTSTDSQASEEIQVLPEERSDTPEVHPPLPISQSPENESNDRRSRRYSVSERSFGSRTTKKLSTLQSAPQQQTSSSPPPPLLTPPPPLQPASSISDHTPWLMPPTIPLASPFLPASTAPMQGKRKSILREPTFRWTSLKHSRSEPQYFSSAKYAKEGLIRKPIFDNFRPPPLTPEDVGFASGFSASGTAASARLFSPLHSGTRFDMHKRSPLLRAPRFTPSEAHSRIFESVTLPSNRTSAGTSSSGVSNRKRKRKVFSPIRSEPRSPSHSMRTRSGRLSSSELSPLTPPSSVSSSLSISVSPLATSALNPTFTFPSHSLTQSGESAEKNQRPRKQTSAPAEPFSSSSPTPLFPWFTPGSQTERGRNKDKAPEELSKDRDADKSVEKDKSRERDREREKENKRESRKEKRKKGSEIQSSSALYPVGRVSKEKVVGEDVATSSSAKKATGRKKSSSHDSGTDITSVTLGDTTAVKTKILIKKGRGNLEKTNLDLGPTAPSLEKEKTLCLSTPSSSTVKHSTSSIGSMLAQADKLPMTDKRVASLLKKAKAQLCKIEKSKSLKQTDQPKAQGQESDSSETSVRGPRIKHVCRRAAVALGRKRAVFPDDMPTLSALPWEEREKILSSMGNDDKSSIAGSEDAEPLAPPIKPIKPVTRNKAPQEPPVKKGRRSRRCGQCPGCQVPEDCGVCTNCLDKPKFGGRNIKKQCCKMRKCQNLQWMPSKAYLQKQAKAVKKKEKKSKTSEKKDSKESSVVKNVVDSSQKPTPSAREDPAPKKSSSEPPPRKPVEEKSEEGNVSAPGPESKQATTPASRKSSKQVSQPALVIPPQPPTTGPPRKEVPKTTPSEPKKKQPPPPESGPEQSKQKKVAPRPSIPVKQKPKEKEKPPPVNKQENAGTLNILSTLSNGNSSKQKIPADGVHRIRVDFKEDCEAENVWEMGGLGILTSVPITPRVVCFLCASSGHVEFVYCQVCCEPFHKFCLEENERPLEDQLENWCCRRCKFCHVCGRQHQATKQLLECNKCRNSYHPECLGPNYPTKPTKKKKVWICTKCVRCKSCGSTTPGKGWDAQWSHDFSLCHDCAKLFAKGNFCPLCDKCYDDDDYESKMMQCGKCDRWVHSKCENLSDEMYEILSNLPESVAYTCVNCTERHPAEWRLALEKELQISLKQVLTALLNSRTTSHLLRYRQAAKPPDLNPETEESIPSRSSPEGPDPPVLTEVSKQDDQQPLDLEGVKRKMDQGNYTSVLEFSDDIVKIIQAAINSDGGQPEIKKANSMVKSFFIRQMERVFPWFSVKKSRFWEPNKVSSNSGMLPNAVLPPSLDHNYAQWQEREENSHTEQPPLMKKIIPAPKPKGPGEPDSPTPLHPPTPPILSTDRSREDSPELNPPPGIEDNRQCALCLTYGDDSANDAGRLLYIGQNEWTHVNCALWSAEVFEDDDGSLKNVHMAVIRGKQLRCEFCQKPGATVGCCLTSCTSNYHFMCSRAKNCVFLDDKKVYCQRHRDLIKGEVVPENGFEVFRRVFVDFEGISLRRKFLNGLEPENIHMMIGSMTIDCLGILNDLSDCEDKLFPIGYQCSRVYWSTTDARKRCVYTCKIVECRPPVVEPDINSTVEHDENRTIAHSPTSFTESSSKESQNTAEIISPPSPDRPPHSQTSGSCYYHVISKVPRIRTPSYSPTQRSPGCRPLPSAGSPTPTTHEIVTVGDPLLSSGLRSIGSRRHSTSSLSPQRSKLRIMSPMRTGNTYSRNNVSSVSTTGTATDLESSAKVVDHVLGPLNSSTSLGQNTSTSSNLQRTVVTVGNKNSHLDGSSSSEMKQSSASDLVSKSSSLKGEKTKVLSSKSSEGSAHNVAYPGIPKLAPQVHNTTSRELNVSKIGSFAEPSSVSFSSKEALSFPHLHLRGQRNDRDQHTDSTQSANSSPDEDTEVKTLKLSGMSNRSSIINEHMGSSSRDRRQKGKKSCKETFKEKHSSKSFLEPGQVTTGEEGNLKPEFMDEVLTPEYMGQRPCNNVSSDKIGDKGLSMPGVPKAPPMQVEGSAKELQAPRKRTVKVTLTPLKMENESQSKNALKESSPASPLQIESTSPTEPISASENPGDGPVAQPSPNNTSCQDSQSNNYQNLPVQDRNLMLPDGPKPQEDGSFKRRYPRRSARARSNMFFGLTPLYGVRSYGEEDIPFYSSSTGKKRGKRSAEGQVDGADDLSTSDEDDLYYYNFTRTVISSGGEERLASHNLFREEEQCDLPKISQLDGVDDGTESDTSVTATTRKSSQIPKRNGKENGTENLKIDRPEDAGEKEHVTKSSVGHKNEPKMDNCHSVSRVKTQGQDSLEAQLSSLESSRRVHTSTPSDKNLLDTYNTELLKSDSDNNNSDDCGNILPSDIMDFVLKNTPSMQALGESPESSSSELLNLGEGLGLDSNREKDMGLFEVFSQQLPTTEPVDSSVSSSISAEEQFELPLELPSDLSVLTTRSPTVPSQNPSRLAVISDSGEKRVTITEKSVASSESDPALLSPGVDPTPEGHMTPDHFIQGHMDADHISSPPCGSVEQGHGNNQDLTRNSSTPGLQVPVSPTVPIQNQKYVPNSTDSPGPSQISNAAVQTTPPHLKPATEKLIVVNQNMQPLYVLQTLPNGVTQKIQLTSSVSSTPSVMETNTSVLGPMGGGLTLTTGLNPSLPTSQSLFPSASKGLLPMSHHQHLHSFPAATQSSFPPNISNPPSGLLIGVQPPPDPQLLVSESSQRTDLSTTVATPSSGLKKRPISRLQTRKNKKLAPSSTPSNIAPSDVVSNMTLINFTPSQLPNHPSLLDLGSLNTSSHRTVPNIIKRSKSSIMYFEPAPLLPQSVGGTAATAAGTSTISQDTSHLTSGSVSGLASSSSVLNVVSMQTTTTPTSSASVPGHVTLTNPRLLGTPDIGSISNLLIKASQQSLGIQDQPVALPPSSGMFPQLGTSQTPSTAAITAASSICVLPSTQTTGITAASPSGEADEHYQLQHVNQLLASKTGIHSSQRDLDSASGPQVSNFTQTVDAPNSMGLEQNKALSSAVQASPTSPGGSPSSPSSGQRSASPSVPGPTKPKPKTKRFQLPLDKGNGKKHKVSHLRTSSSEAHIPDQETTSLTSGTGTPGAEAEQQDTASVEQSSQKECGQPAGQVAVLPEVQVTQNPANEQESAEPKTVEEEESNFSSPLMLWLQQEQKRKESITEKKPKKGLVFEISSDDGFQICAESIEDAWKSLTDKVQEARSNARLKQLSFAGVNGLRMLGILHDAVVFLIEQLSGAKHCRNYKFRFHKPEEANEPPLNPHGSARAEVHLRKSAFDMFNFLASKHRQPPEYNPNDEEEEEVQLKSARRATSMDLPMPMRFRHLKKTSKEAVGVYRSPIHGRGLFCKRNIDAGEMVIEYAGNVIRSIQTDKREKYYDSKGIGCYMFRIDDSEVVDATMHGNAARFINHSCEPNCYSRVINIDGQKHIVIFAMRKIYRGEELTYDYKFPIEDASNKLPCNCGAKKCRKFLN
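Steps: dispense CXXC domain solution (7 uM) → pin compounds or unlabeled HOX-A9 DNA control → 5 min ambient → add FLSN-HOX-A9 solution (50 nM) → spin → 30 min ambient → fluorescence polarization. Tris pH 7.5/NaCl/DTT/BSA buffer.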
Giardia kill: Small Molecules that selectively kill Giardia lamblia: qHTS; activity change, % at 7.66 µM, hits read low; Giardia lamblia trophozoite viability; 0.15% of 340,000 active; in the data active = activity change below about -80%; inconclusive = between about -30% and that limit;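 note: parasites exposed to compound for two days anaerobically before the ATP read; % is set by controls: 0 for no effect and ±100 for the full control effect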
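Trophozoites 100 cells/well + cpd; 48 hrs, 37 deg C, anaerobic. ATPLite 1-Step added, 15-30 min RT, luminescence read (ATP-based viability).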
TRPV1 agonist: HTS Assay for Compounds that Act as Agonists of the Vanilloid Receptor 1; AID 540275, 2011; TRPV1-expressing cells, Fluo-8 calcium influx, agonist mode; activation, % at 8.33 µM; 0.19% of 320,000 active; Transient receptor potential cation channel subfamily V member 1 (Homo sapiens), Q8NER1; in the data active = activation above about 80%; inconclusive = between about 30% and that limit; note: 0% is about no effect
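Fluo-8 calcium influx in TRPV1-expressing cells, kinetic read (ex 480/em 520 nm). Compound added and read 3 min for agonist activity, followed by capsaicin at EC20 final and 2 min further read for enhancement.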
KCNH2 3.1 inh: qHTS for Inhibitors of KCHN2 3.1: Mutant qHTS. Potassium voltage-gated channel subfamily H member 2, brain isoform KCNH2 3.1 (human). 0.95% of 340,000 active. activity change, % (tested at about 1.8 µM). U2OS KCNH2 3.1, thallium flux FluxOr; active compounds read low;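 active = maximum activity change below -70%; inconclusive = maximum activity change from -70% to -50%; inactive = maximum activity change above -50%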;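 note: thallium influx rate constant from kinetic fluorescence after stimulation buffer; % is set by controls: 0 for no effect and ±100 for the full control effect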
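Kinetic fluorescence (2 min after stimulation buffer) measures Tl+ influx through KCNH2 3.1 expressed by viral transduction in U2OS cells; the rate constant is normalized against DMSO controls serving as positive and negative references.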
B2AR arrestin: qHTS assay of beta-arrestin-biased ligands of beta2-adrenergic receptor; Beta-2 adrenergic receptor (Homo sapiens), P07550; beta-arrestin recruitment to beta2AR, cell-based reporter; 0.02% of 330,000 active; Potency, µM (series often up to 46.1 µM), without a hit: at the highest dose activation, most hits filed as activators;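 note: potency is the fitted concentration of half-maximal effect; 0% = DMSO controls and full agonism = EC100 isoproterenol or metaproterenol; nearly all actives have a fitted effect of over 65% in size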
FBPA coupling cs: qHTS Assay for Inhibitors of Fructose-1,6-bisphosphate Aldolase from Giardia Lamblia: Coupling assay counterscreen. activity change, negative = inhibition, % at 58.2 µM, hits read low. 0.67% of 290,000 active. AID 2472, 2010. coupling enzyme system counterscreen, AmpLite Red fluorescence; in the data active = activity change below about -30%; note: % is set by controls: 0 for no effect and ±100 for the full control effect
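Fluorescence at 525 nm excitation and 598 nm emission measured inhibition of the coupled detection system without aldolase. Compounds (at 57.5 uM final) were preincubated 10 min at room temperature with coupling enzyme reagent before a 20 min substrate/AmpLite Red step.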
USP2a block: qHTS Assay for Inhibitors of Ubiquitin-specific Protease USP2a Using CHOP2 as the Reporter. Ubiquitin carboxyl-terminal hydrolase 2 (Homo sapiens), O75604. USP2 core, Ub-CHOP2 coupled fluorogenic reporter, 485/531. Potency, µM (series often up to 38.3 µM), inactives show at the highest dose activity change, negative = inhibition, hits mostly inhibitors. 0.01% of 330,000 active. AID 463254, 2010;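 note: potency is the fitted concentration of half-maximal effect; plate controls were DMSO wells for no effect and full inhibition by NEM control for full effect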
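Cell-free coupled assay: 10nM USP2 core preincubated 30min RT with compound in Tris-HCl pH 8.0/CaCl2/CHAPS buffer, then 25nM Ub-CHOP2 and 25nM reporter substrate; fluorescence (Ex 485/Em 531) read after 60min RT, normalized to NEM inhibition, concentration-response curves fitted.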
Menin MLL FP TR: qHTS Assay for Inhibitors Targeting the Menin-MLL Interaction in MLL Related Leukemias: Competition With Texas Red Labeled MLL-derived Mutant Peptide | 0.23% of 270,000 active | Menin + Texas Red MLL mutant peptide, fluorescence polarization | Potency, µM (top dose mostly 61.6 µM), without a hit: top-dose FP activity change, negative = inhibition, most hits filed as inhibitors | AID 1768, 2009; active = well fitted inhibition curve with a large enough effect in the polarisation, with a control signal flat, not every such curve was filed as active; inconclusive = small, poorly fitted or top-dose-only effect, or effect the other way, or a change in a side signal; inactive = no such curve, though single readings can be large or run the other way; the % refers to the polarisation; note: potency is the fitted concentration of half-maximal effect; % of control where 0% means no effect; many of its hits are not listed in these tables
PKM2 act: qHTS Assay for Activators of Human Muscle isoform 2 Pyruvate Kinase. purified PKM2, Kinase-Glo ATP luminescence, activation; response scale: 0% is enzyme alone, no compound. 0.34% of 260,000 active. Potency, µM (doses to about 57.5 µM), for the others: at the highest dose activation, hits mostly activators; note: potency is the fitted concentration of half-maximal effect; % is set by controls: 0 for no effect and ±100 for the full control effect; nearly all actives have a fitted effect of over 55% in size
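Kinase-Glo luminescence reports ATP generated from ADP (0.1 mM) and PEP (0.5 mM) by purified hPK-M2 after 1 h at room temperature, pH 7.2 imidazole buffer; intermediate enzyme activity allows detecting inhibitors and activators.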
GALK inh: qHTS Assay for Inhibitors of Human Galactokinase (GALK); P51570; Purified GALK, Kinase-Glo residual ATP luminescence; Potency, µM (series often up to 57.5 µM), for inactives: at the highest dose activity change, negative = inhibition, most hits filed as inhibitors; 0.007% of 270,000 active; note: potency is the fitted concentration of half-maximal effect; % is set by controls: 0 for no effect and ±100 for the full control effect
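Luminescence from leftover ATP (Ultra-Glo luciferase/luciferin) served as read-out after a 1 h room-temperature reaction of 5 nM GALK with 35 uM ATP and 100 uM galactose.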
hERG WT inh: qHTS for Inhibitors of KCHN2 3.1: Wildtype qHTS; Voltage-gated inwardly rectifying potassium channel KCNH2 (Homo sapiens), Q12809; U2OS, BacMam KCNH2, thallium flux FluxOr; active compounds read low; activity change, % at 1.84 µM; 0.37% of 340,000 active; AID 720551, 2013;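 active = maximum activity change below -70%; inconclusive = maximum activity change between -70% and -50%; inactive = maximum activity change above -50%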; note: % is set by controls: 0 for no effect and ±100 for the full control effect
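U2OS cells were transduced with wild-type KCNH2 virus (2.03 x 10^8 / mL) for 4 h at room temperature, then cultured overnight at 37 C. Thallium flux was read with FluxOr dye. Rate constants were normalized to DMSO controls.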
Numbers without * were called inactive; i = inactive; ? = inconclusive; · = no result given; [ ] = another dose, or the depositor's remark. Unless noted, calls come from the whole dose curve; as a rule, active = well fitted curve in the direction sought with a large enough effect; inconclusive = small, poorly fitted or top-dose-only effect, or another doubt; inactive = no such curve, though single readings can be large; an effect the other way counts as inactive or inconclusive.

compound	TRPV1 agonist	B2AR arrestin	PKM2 act	KCNH2 3.1 inh	GALK inh	Giardia kill	hERG WT inh	USP2a block	CXXC DNA block	Menin MLL FP TR	FBPA coupling cs
Cc1ccc(C2C3=C(CC(C)(C)CC3=O)Nc3n[nH]c(C)c32)cc1 (stereo not given)	9	-1.1%	-12%	-19	1%	-6	3	2%	2%	7%	5
COCCCNc1nc2nonc2nc1N1CCC(C(C)N2CCOCC2)CC1 (stereo not given)	3	-0.6%	9%	8	1%	12	-7	5%	19%	16%	4
O=C(Cc1ccc(O)cc1)NC1CCCCCC1	-1	-0.2%	-6%	15	0%	-8	-5	-3%	-4%	-23%	-3
COc1cc(NC(=O)C(=O)NCCN2CCNCC2)c(OC)cc1Cl	-2	-0.1%	8%	5	-1%	-13	5	3%	0%	-1%	1
CCNc1nc(NC(C)CC)nc(ON=C(C)C)n1 (stereo not given)	-1	?	-19%	5	1%	0	-3	6%	-5%	1%	4
Cc1nc2ccc(Cl)cn2c1C(=O)NN	-1	-0.3%	2%	6	-1%	21	1	-1%	0%	10%	0
C=CCOC(=O)C1=C(C)NC(SCC(=O)Nc2ccccc2)=C(C#N)C1c1ccco1 (stereo not given)	4	-0.4%	0%	6	4%	-18	-4	-16%	1%	-1%	2
CCc1ccc(NC(=O)c2cc3c(C)nc4ccccc4c3o2)cc1	-2	0.0%	-8%	-19	6%	-7	3	-11%	5%	9%	2
O=C(O)C1CCN1C1CCCCC1 (stereo not given)	-2	-0.2%	-4%	13	2%	-17	-1	?	1%	8%	-1
COc1ccc(NC(=O)C2C3C=CC(O3)C2C(=O)NCc2cccnc2)cc1 (stereo not given)	1	3.8%	-1%	0	0%	4	2	2%	-5%	2%	-3

Looked up by structure from the entries so far (three):
compound	TRPV1 agonist	B2AR arrestin	PKM2 act	KCNH2 3.1 inh	GALK inh	Giardia kill	hERG WT inh	USP2a block	CXXC DNA block	Menin MLL FP TR	FBPA coupling cs
COc1cc(NC(=O)C(=O)NCCN2CCNCC2)c(OC)cc1Cl	-2	-0.1%	8%	5	-1%	-13	5	3%	0%	-1%	1
COc1ccc(NC(=O)C2C3C=CC(O3)C2C(=O)NCc2cccnc2)cc1 (stereo not given)	1	3.8%	-1%	0	0%	4	2	2%	-5%	2%	-3
C=CCOC(=O)C1=C(C)NC(SCC(=O)Nc2ccccc2)=C(C#N)C1c1ccco1 (stereo not given)	4	-0.4%	0%	6	4%	-18	-4	-16%	1%	-1%	2

Continuation:
compound	TRPV1 agonist	B2AR arrestin	PKM2 act	KCNH2 3.1 inh	GALK inh	Giardia kill	hERG WT inh	USP2a block	CXXC DNA block	Menin MLL FP TR	FBPA coupling cs
O=C(COC(=O)c1ccc(Sc2ccccc2)c([N+](=O)[O-])c1)NC1CCCc2ccccc21 (stereo not given)	0	-0.5%	-3%	-6	-3%	-8	-4	2%	22%	-7%	2
COc1cccc(N(CC(=O)NC2CCCCC2)C(=O)CCC(=O)Nc2nc(C)cs2)c1	-2	-0.5%	9%	-5	6%	-2	0	1%	2%	-17%	1
OC1(c2cccc(C(F)(F)F)c2)CCN(Cc2nc(-c3cnccn3)no2)CC1	4	0.5%	0%	8	0%	-17	-1	1%	-4%	8%	0
O=C(Nc1ccc(Cl)c(S(=O)(=O)N2CCOCC2)c1)c1ccc(Cl)nc1	21	-0.1%	·	-3	·	-19	30	1%	·	·	·
O=C(Nc1ccc(-c2nc3ccccc3s2)c(O)c1)C1=COCCO1	0	-2.0%	2%	-4	0%	-15	0	2%	29%	?	1
CCc1cc2c(cc3c(=O)n(CC(=O)N4CCN(c5ccccn5)CC4)nc(CC)n32)s1	-4	-1.1%	4%	0	-1%	-1	-4	-2%	-1%	7%	5
Nc1ccc(S(=O)(=O)Nc2nccc(/C=C/c3cccc(Br)c3)n2)cc1	-3	-0.1%	·	-5	-5%	-10	-4	2%	-1%	14%	0
CCNc1nc(N)c(C(=C(C#N)C#N)c2ccccc2)s1	1	-0.5%	-1%	-1	-3%	-7	4	2%	0%	13%	1
COc1cc2c(cc1OC)C(C)N(C(=O)c1ccc(C)o1)CC2 (stereo not given)	0	-0.4%	·	-8	1%	8	0	2%	1%	-14%	-1
CCCc1ccc(O)c(N=Cc2cc(Br)cc(OCC)c2O)c1	3	0.8%	19%	3	-2%	-2	i	-1%	12%	?	-5

Single entries from above.
Giardia kill with CCNc1nc(N)c(C(=C(C#N)C#N)c2ccccc2)s1 → -7
Menin MLL FP TR with CCc1cc2c(cc3c(=O)n(CC(=O)N4CCN(c5ccccn5)CC4)nc(CC)n32)s1 → 7%

Next section
compound	TRPV1 agonist	B2AR arrestin	PKM2 act	KCNH2 3.1 inh	GALK inh	Giardia kill	hERG WT inh	USP2a block	CXXC DNA block	Menin MLL FP TR	FBPA coupling cs
O=C(N/N=C/c1ccccc1[N+](=O)[O-])c1ccc(CN2CCOCC2)cc1	-1	-0.7%	-2%	1	1%	-21	i	1%	7%	-2%	1
COC(=O)c1nn(-c2ccc3c(c2)CCN3C(C)=O)cc1O	-2	-0.3%	-35%	19	13%	-87*	-8	0%	-9%	-14%	·
CCCCCNC(=O)[C@@H]1CSC2c3ccccc3C(=O)N21 (stereo not given in full)	3	-0.2%	·	-7	2%	19	-1	1%	2%	-6%	0
COc1ccc(OC)c(C(=O)COC(=O)c2ccc(C)o2)c1	3	-0.5%	18%	-6	-2%	19	-8	-3%	0%	19%	-12
CCOC(=O)c1c(-c2ccc(C)cc2)csc1NC(=O)c1cccc(N2C(=O)CCC2=O)c1	-4	-0.4%	-11%	4	1%	16	-3	-8%	-1%	-4%	0
CCN(CCO)c1ncnc2c1sc1nc(CC(C)C)c3c(c12)CC(C)(C)OC3	29	0.3%	9%	9	-3%	12	2	-7%	-4%	-29%	-5
O=C(O)CCC(NC(=S)Nc1ccccc1)C(=O)O (stereo not given)	-1	0.1%	11%	-23	0%	44[activator]	-1	1%	-1%	·	4
Cc1ccc(NC(=O)c2nc[nH]c2C(=O)N2CCN(C(=O)OC(C)(C)C)CC2)cc1	4	0.3%	·	-21	·	-1	-6	-5%	·	·	·
CC(C)c1ccccc1NC(=O)COC(=O)Cc1cccc(C(F)(F)F)c1	9	0.0%	-1%	11	0%	-4	4	2%	13%	4%	0
COCCN(C(=O)c1ccc(-c2ccc(Cl)cc2)o1)c1c(N)n(Cc2ccccc2)c(=O)[nH]c1=O	-6	0.5%	·	3	·	-5	-1	4%	·	·	·

compound	TRPV1 agonist	B2AR arrestin	PKM2 act	KCNH2 3.1 inh	GALK inh	Giardia kill	hERG WT inh	USP2a block	CXXC DNA block	Menin MLL FP TR	FBPA coupling cs
CCOC(=O)c1c(NC(=O)CSc2nnnn2C)sc(C)c1C	4	-0.9%	12%	9	-4%	-14	5	1%	3%	?	-2
S=C(NCCN1CCOCC1)N/N=C/c1cccs1	1	?	·	-1	-1%	-15	2	4%	-3%	-11%	1
CC(C)(C)NC(=O)CCN(/N=C/c1ccncc1)C1=NS(=O)(=O)c2ccccc21	-1	-0.4%	·	17	-2%	-9	3	3%	16%	?	0
Cc1cc(Br)ccc1SCC(=O)NNC(=O)c1ccco1	-8	0.1%	·	7	·	0	1	-3%	·	·	·
Cc1ccc(-n2sc3ccccc3c2=O)cc1S(=O)(=O)N1CCCCC1	20	-0.4%	?	-8	1%	-9	-3	-3%	10%	?	3
Cc1cc(-c2nn(-c3ccccc3F)cc2CN2CCN(c3ccccn3)CC2)c(C)s1	?	-0.2%	-5%	-7	1%	-20	7	-1%	-8%	-23%	-2
COc1ccccc1N1CCN(CC(=O)c2ccc3ccn(C(C)=O)c3c2)CC1	-1	0.1%	4%	-5	2%	17	0	-7%	12%	18%	-18
O=c1[nH]c2ccccc2c(O)c1-c1cc2ccccc2oc1=O	0	-0.1%	2%	·	2%	·	·	0%	12%	-11%	-4

Screens (PubChem BioAssay)

Some of the compounds tested; the hit share may differ from the screen's.
